S100A4 inh HTS: S100A4-myosin IIA interaction inhibition; inhibition, % at 10.7 µM; S100A4/TAMRA-MyoIIA peptide fluorescence polarization; actives 0.14% (n = 360,000); P26447;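 active = mean inhibition of at least 70% across replicates, with every replicate also reaching that level; inconclusive = mean inhibition reaches 70% but some replicates fall short; inactive = mean inhibition below 70%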
Target sequence (P26447 whole entry, looked up): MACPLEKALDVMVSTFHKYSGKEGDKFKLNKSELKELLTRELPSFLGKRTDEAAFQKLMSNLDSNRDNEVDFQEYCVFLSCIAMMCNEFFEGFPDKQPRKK
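Test system: S100A4 monomer protein. Medium: HEPES buffer with Ca2+, pH 7.2. Reagent: fluorescent myosin IIA peptide, 5 nM. Compound dosing: single-point compound testing. Timing: 5 min between mix addition and reading. Benchmarks: DMSO neutral and TFP positive wells.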
RAD54 inh: inhibitors of human RAD54 branch migration. AID 602329. inhibition, % at 10.4 µM. RAD54 Holliday junction branch migration, FAM/BHQ fluorescence. actives 0.14% (n = 360,000);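 active = mean normalized replicate activity at least 40 and at least half of replicates scoring 40 or more; inconclusive = only one of the two criteria met; inactive = mean below 40 and under half of replicates reaching 40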;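 also: 0% = median of neutral control wells and 100% = median of positive control wells; inhibitors cause a drop in the FAM fluorescence signal; in these data hits start at about 50%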
Target sequence (Q92698 whole entry, looked up): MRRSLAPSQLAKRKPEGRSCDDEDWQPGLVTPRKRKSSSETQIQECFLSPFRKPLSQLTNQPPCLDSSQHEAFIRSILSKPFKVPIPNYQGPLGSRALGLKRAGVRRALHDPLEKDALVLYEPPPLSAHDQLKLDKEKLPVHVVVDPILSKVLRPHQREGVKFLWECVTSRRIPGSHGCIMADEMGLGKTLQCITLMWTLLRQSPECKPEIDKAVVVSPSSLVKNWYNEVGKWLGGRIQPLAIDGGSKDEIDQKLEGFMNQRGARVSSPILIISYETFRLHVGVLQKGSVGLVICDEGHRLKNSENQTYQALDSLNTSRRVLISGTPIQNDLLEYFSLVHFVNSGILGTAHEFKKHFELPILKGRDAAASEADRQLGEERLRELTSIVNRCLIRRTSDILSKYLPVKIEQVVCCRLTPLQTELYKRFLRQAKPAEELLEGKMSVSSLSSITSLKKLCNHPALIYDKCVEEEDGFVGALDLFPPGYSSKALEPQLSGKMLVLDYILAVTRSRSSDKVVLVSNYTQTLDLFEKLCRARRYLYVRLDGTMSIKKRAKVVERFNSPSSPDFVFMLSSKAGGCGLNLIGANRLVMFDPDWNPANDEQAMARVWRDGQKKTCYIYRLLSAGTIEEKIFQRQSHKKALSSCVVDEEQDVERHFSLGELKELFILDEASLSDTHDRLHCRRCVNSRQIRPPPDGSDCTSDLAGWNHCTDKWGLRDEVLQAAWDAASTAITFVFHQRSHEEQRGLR
E-sel inducer: E-selectin induction on HUVECs. P16581. HUVEC E-selectin immunofluorescence imaging; normalized: neutral wells 0, TNF-alpha wells 100. activation, % at 7.58 µM. actives 0.37% (n = 260,000). AID 686992;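 active = mean E-selectin-positive cell signal at least 10% of the positive control, reached in at least 60% of replicates, without over 20% cell loss; inconclusive = no rule given, readout overlaps actives, possibly toxicity-flagged; inactive = the rest, including those meeting only one limit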;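 also: in these data hits start at about 27%; measured in HUVEC primary endothelial cells; signal is the percent of cells scored E-selectin positive by PE staining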
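material = human umbilical vein endothelial cells (HUVEC), E-selectin induction | quantity = 3,000 cells/well | medium = EGM-2 growth medium on 0.1% gelatin-coated wells | technique = immunofluorescence imaging | read-out basis = % PE-positive cells | control set = TNF-alpha positive control, DMSO neutral control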
ERAP1 inh: ERAP1 (human) enzyme inhibition. Q9NZ08. recombinant ERAP1, Leu-AMC fluorescence, 60 min. inhibition, % at 10.7 µM. actives 0.15% (n = 340,000). AID 652197;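 active = mean replicate inhibition of at least 30%, or all replicates individually reaching that 30% level; inactive = mean below 30% and not every replicate reaching it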;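 also: 0% = neutral control wells and 100% = L-leucinethiol positive control wells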
ERp5 inh: blocks human ERp5 reductase activity on insulin; Q15084; ERp5 insulin aggregation, absorbance 650 nm, 90 min; inhibition, % at 9.99 µM; actives 0.05% (n = 350,000); AID 651711;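 active = mean replicate inhibition above about 25%, with every replicate also reaching it, limit read from the data, passing the limit was not always enough; inconclusive = only one of those two criteria met; inactive = neither criterion met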
esBAF inh: blocks esBAF chromatin remodeling in mouse ES cells; Bmi1-luciferase knock-in reporter, 24 h; 100% = twice the neutral-well signal; reporter increase, % at 12.5 µM; actives 2% (n = 350,000); in the data active = activation above about 40%; inconclusive = no clear call, values can overlap the other calls;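 also: 0% = median of the plate's neutral control wells and 100% = double that signal; a rise in the Bmi1 reporter signal indicates esBAF inhibition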
RAD52 inh: inhibitors of human RAD52 DNA annealing; P43351; actives 0.46% (n = 360,000); inhibition, % at 18.7 µM; AID 651710; recombinant RAD52 DNA annealing, FRET fluorescence;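 active = every replicate showing at least 50% inhibition; inconclusive = mean inhibition at least 50% but not in every replicate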
Xi reactivation: reactivates the inactive X chromosome in mouse fibroblasts | activation, % at 7.58 µM | actives 0.055% (n = 360,000) | XiGFP mouse fibroblasts, % GFP-positive cells imaging, 3 d; cells co-treated with 5-aza-dC sensitizer; scaled so ellipticine positive control = 100%;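 active = mean normalized replicate activation at least 10% and every replicate at or above 10%; inconclusive = only one of the two criteria met; inactive = mean below 10% and not all replicates reach 10%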;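 also: 0% = median of on-plate neutral control wells and 100% = ellipticine 6 µM median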
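Assay system: SV40-immortalized XiGFP fibroblast cells, line 68-5-11; buffer or medium: DMEM plus 5-aza-dC sensitizer; compound: one concentration, pinned; timing: compounds 3 days, fix/stain 15 min at room temperature; benchmarks: positive control ellipticine, 6 µM final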
Starred values were filed as active, the others as inactive; ? = inconclusive; · = no result given.

SMILES	S100A4 inh HTS	RAD54 inh	E-sel inducer	ERAP1 inh	ERp5 inh	esBAF inh	RAD52 inh	Xi reactivation
O=C(Cc1ccccc1)N1CC(=O)N2[C@H](CO)[C@@H](c3ccc(Br)cc3)[C@H]2C1	-13	·	-0.3	2	-3	·	-4	0.2
CC(=O)OC1CSC2c3ccccc3C(=O)N2Cc2sccc21 (configuration not stated)	-1	·	·	3	-2	·	4	0.1
CN(C)CCCNS(=O)(=O)c1ccc(N2CCN(Cc3ccc4c(c3)OCO4)CC2)c([N+](=O)[O-])c1	-3	6	·	-4	5	2	15	0.0
C[C@H]1CN([C@@H](C)CO)C(=O)c2cc(NS(=O)(=O)c3ccc(F)cc3)ccc2O[C@@H]1CN(C)Cc1ccc(C(F)(F)F)cc1	-38	-18	-0.2	0	-4	-3	-15	-0.4
O=C(N[C@H]1CC[C@H](CCNS(=O)(=O)c2ccc(F)cc2)O[C@@H]1CO)c1cccc(F)c1	6	-2	-0.2	0	3	-1	3	0.5
NC(=O)c1ccsc1NC(=O)COC(=O)c1nc(Cl)ccc1Cl	-1	-2	·	2	3	8	-30	0.0
CO[C@@H]1CN(C)C(=O)c2ccc(NC(=O)c3ccccc3F)cc2OC[C@H](C)NC[C@H]1C	-9	-12	0.0	0	0	0	5	0.0
COc1ccc(CCNS(=O)(=O)c2ccc3c(c2)n(C)c(=O)c(=O)n3C)cc1OC	17	-1	0.2	1	5	3	-9	0.2
O=C1NNC(c2ccccc2)=N/C1=C\c1ccc(Cl)cc1	-1	-2	0.0	2	3	·	-11	1.5
CCCNC(=O)C[C@H]1CC[C@@H]2[C@@H](COc3ccc(NC(=O)c4cccc(Cl)c4)cc3C(=O)N2C)O1	13	-5	0.0	·	·	6	2	0.2
COCC(=O)Nc1ccc2c(c1)C(=O)N(C)C[C@H](OC)[C@@H](C)CN(Cc1cccnc1)[C@H](C)CO2	17	1	0.0	-3	1	1	-11	0.0
O=S(=O)(c1ccc(F)cc1)N1CCN(CC2CC3C=CC2C3)CC1 (configuration not stated)	13	4	5.9	0	0	-8	-2	0.2
CNC[C@@H]1Oc2ccc(NC(=O)c3ccncc3)cc2CC(=O)N([C@H](C)CO)C[C@@H]1C	9	-4	0.0	3	-8	-2	5	0.0
CN(C)CCCCCCNC(=O)[C@H]1C[C@H]2C(=O)N3CCC[C@H]3C(=O)N2[C@H]1c1cccc(OCCO)c1	-22	8	·	2	-1	·	2	·
COCCCNC(=O)CN1C(=O)/C(=C/c2ccccc2C)Sc2ccccc21	-3	-1	2.4	1	0	-6	-1	0.3
O=C(Nc1ccc2c(c1)OCO2)C1(S(=O)(=O)c2ccc(Cl)cc2)CC1	0	2	·	0	4	1	5	·
O=C(NC(=S)N(CCO)Cc1ccccc1)c1ccc(S(=O)(=O)N2CCCC2)cc1	5	·	3.5	0	-1	·	-18	0.0
COc1ccccc1C1C(C(C)=O)=C(O)C(=O)N1c1ccc(O)cc1 (configuration not stated)	2	-3	0.0	6	2	-9	-5	0.6
CNC(=O)C[C@H]1CC[C@H]2[C@H](COc3ccc(NC(=O)Nc4c(C)noc4C)cc3C(=O)N2C)O1	·	-2	-0.1	·	·	-1	·	0.4
CNC(=O)C[C@@H]1CC[C@H]2[C@@H](COc3ccc(NC(=O)c4cccs4)cc3C(=O)N2C)O1	·	5	0.4	·	·	-4	·	0.3
O=C(OCC(=O)c1ccc(Cl)s1)c1ccccn1	-3	-2	8.0	1	3	0	-6	0.0
COc1ccc(S(=O)(=O)Nc2ccc3c(c2)C(=O)N([C@H](C)CO)C[C@@H](C)[C@@H](CN(C)C(=O)Nc2c(C)noc2C)O3)cc1	-8	0	0.2	1	20	-1	-16	-0.8
COc1ccc(Cc2ccc(OC)c(N)c2)cc1N	-1	5	·	0	-1	-1	22	·
CCc1c(C)sc(NC(=O)c2cc(C)no2)c1C#N	-1	-2	0.0	6	3	3	-12	-0.1
O=C(NCc1ccc(F)cc1)C1CCCN(c2nc3ccsc3c(=O)s2)C1 (configuration not stated)	-2	·	-0.4	·	3	-2	1	0.0
(listing goes on)
SMILES	S100A4 inh HTS	RAD54 inh	E-sel inducer	ERAP1 inh	ERp5 inh	esBAF inh	RAD52 inh	Xi reactivation
O=C(C[C@H]1C=C[C@@H](NC(=O)c2cccc(F)c2)[C@H](CO)O1)NCc1ccccc1	-1	6	-0.7	0	-4	2	2	0.5
CCCN(C(=O)CCc1ccc(OC)cc1)c1c(N)n(Cc2ccccc2)c(=O)[nH]c1=O	-2	-2	-0.8	-9	4	-5	-12	0.1
C[C@H](O)C#Cc1ccc([C@H]2[C@@H](CO)N3CCCCN(CC4CCOCC4)C[C@@H]23)cc1	-8	-5	0.2	-3	4	·	-6	0.2
O=C(NCC[C@@H]1CC[C@@H](NS(=O)(=O)c2cccc(F)c2)[C@H](CO)O1)C1CCOCC1	4	2	-0.3	1	3	-4	-4	0.1
C[C@@H]1CCCCO[C@H](CN(C)S(=O)(=O)c2cn(C)cn2)[C@H](C)CN([C@@H](C)CO)C(=O)c2cc(NC(=O)Nc3cccc4ccccc34)ccc2O1	-9	8	0.1	-1	-6	-5	-8	0.2
CCCCN1CCS(=O)(=O)N(Cc2ccccc2Br)CC(C(=O)OC)C1 (configuration not stated)	-3	0	-0.1	0	0	0	-11	-0.2
CCN1CC(=O)N2[C@H](CO)[C@H](c3ccc(Br)cc3)[C@@H]2C1	2	·	-0.1	0	2	·	1	0.0
COc1cc(C(O)c2nc(/C=C/c3ccc(C(F)(F)F)cc3)cs2)ccc1F (configuration not stated)	-2	10	0.0	-1	-1	-7	-20	-0.1
CCN(CC)C(=O)Oc1ccc2ccccc2c1Br	-4	·	·	5	-4	·	-9	0.0
Cc1scc(C(=O)O)c1-c1c(C(=O)O)csc1C	-1	·	·	0	3	·	-7	0.0
CSCC(=O)N1CCCC(N2CCN(c3cccc(C(F)(F)F)c3)CC2)C1 (configuration not stated)	0	-1	0.0	-2	2	2	-4	0.1
O=C(N[C@H]1C=C[C@H](CC(=O)N2CCN(c3ccccc3)CC2)O[C@@H]1CO)c1ccncc1	-3	-1	0.0	-1	1	-3	-13	-0.6
C=CCn1c(=N)n(CC(=O)c2ccc(OC)cc2)c2ccccc21	-2	·	0.3	·	3	2	-7	-0.1
CN(Cc1nc2ccccc2c(=O)[nH]1)C(=O)c1ccc(S(=O)(=O)N2CCCC2)cc1	1	-7	0.1	2	-16	-2	-4	-0.2
CN(C1CCCCC1)S(=O)(=O)c1ccc2c(c1)c(=O)c(C(=O)N1CCc3ccccc3C1)cn2C	2	-1	·	0	0	-3	-12	·
C[C@@H]1CCCCO[C@H](CN(C)C(=O)Nc2ccc3c(c2)OCO3)[C@@H](C)CN([C@H](C)CO)C(=O)c2cc(NC(=O)Nc3ccccc3)ccc2O1	-12	-9	·	0	1	12	4	0.1
O=C1CC(c2ccccc2)C(c2ccccc2)=NN1 (configuration not stated)	2	4	2.8	-2	-3	6	-10	0.1
CCOC(=O)N1CCN(C(=O)C[C@@H]2C[C@@]3(C(=O)OCC)CCCC=C3N(CCC3=CCCCC3)C2=O)CC1	6	·	-7.0	·	5	·	-1	0.2
COc1ccc(CCNC(=O)COC(=O)C2CC2C)cc1OC (configuration not stated)	0	-6	·	-6	0	-7	-18	0.0
CCOC(=O)c1c(NC(=O)COC(=O)c2ccccn2)sc2c1CCC2	-4	-3	-1.6	-1	?	6	-11	0.2
O=C(C1CCCC1)N1CC2(C1)[C@H](c1ccccc1)[C@H](CO)N2CC1CC1	-1	·	0.0	1	0	·	11	0.2
O=C(Cc1ccccc1)N1CC[C@@H]2[C@H](CO)Nc3ccc(-c4ccccc4)cc3[C@@H]21	-6	-15	-0.6	5	1	12	-11	0.0
CCC(C)(C)c1ccc(OCC(=O)N(C)C)c(C(C)(C)CC)c1	13	·	·	-4	-2	·	5	0.0
Cc1c(OCC(=O)NCCN2CCOCC2)ccc2c(-c3ccccc3)cc(=O)oc12	-5	-13	·	-2	0	-6	-8	0.0
C/C=C/c1ccc2c(c1)O[C@@H](CN(C)C(C)=O)[C@@H](C)CN([C@@H](C)CO)S2(=O)=O	-8	-5	0.7	2	-3	10	7	-0.7
Later entries:
SMILES	S100A4 inh HTS	RAD54 inh	E-sel inducer	ERAP1 inh	ERp5 inh	esBAF inh	RAD52 inh	Xi reactivation
O=C(NC1CCCCCC1)c1ccc(Cl)c(S(=O)(=O)N2CCOCC2)c1	-5	-4	·	0	3	26	-15	0.2
CCc1ccc(OCC(=O)NCc2ccco2)c(Br)c1	-17	1	·	0	-2	22	-18	·
CCCCNC(=O)c1onc(CSc2ccccc2C)c1C(=O)O	1	-4	-0.1	27	-7	-3	-11	0.1
CCCn1c(C(O)c2ccc(C)cc2)nc2ccccc21 (configuration not stated)	-4	1	-0.1	1	3	-7	4	0.0
C[C@H]1CN([C@@H](C)CO)C(=O)c2cc(NS(C)(=O)=O)ccc2O[C@H]1CN(C)S(=O)(=O)c1ccc(F)cc1	1	1	-2.5	-2	12	2	-3	0.2
COc1cccc(NC(=O)NCCC2=CCCCC2)c1	-2	16	·	0	4	?	11	0.1
Cc1cc(Cl)c2oc(C(=O)N(C)CC3CCOCC3)c(C)c2c1	3	-5	·	-2	1	18	2	0.0
CC(C)C(C(=O)O)N1C(=O)/C(=C/c2cccn2C)SC1=S (configuration not stated)	-5	·	·	8	6	·	-150	0.0
C[C@@H](NC(=O)C[C@@H]1C=C[C@H](NS(=O)(=O)c2cccc(F)c2)[C@@H](CO)O1)c1ccccc1	-3	-5	-0.3	5	1	-12	21	0.3
Cc1ccc(NS(=O)(=O)c2cc(NC(=O)c3ccc4c(c3)NC(=O)CS4)ccc2C)c(C)c1	3	·	0.5	-1	3	·	-10	-0.1
CCOC(=O)CSc1nnc(C)c(C)n1	·	-10	0.0	·	·	-7	·	0.2
COc1ccccc1N1CCN(C(=O)C(=O)c2c(C)[nH]c3ccccc23)CC1	-3	-14	0.2	-1	0	-4	-26	0.0
O=C(CCNC(=O)c1ccco1)Nc1ccccc1OC(F)F	-5	2	1.5	-6	-2	7	-11	0.0
COc1ccc(NC(=O)Nc2ccc3c(c2)C(=O)N([C@H](C)CO)C[C@@H](C)[C@H](CN(C)Cc2ccc(C(F)(F)F)cc2)OCCCC[C@H](C)O3)cc1	3	5	-0.1	-2	-12	1	0	0.0
Cc1cccc(NC(=O)CSc2nc3ccccc3nc2N2CCCC2)c1	-15	-4	·	2	3	5	-101	0.0
C/C(=N\NC(=O)c1ccoc1C)c1ccc(Cl)s1	4	0	0.8	3	-1	18	-2	0.0

Record cards (already shown).
Entry for O=C(NC1CCCCCC1)c1ccc(Cl)c(S(=O)(=O)N2CCOCC2)c1 → S100A4 inh HTS = -5; RAD54 inh = -4; E-sel inducer = ·; ERAP1 inh = 0; ERp5 inh = 3; esBAF inh = 26; RAD52 inh = -15; Xi reactivation = 0.2
Entry for COc1ccccc1N1CCN(C(=O)C(=O)c2c(C)[nH]c3ccccc23)CC1 → S100A4 inh HTS = -3; RAD54 inh = -14; E-sel inducer = 0.2; ERAP1 inh = -1; ERp5 inh = 0; esBAF inh = -4; RAD52 inh = -26; Xi reactivation = 0.0
